ADAM17 inh: inhibits human ADAM17. recombinant ADAM17, EDANS/DABCYL FRET peptide cleavage. inhibition, % at 6.95 µM. actives 0.83% (n = 370,000). AID 720648;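 active means inhibition above the mean of compounds lying between control limits plus 3 SD, set per campaign, cut at about 8.5% in these data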;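 further: 0% = DMSO-only wells as the low control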
PLCb3 inh: blocks human PLC-beta3 enzyme activity; actives 0.18% (n = 370,000); inhibition, % at 12.2 µM; Q01970; Purified PLC-beta3, fluorogenic substrate, fluorescence; in the data active means inhibition above about 11%;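 further: 0% = median of compound wells on plate and 100% = full blocker control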
PLCg1 inh: inhibitors of human phospholipase C gamma1 | purified PLC-gamma1, fluorogenic substrate, fluorescence | inhibition, % at 12.2 µM | actives 0.84% (n = 370,000) | AID 720700; in the data active means inhibition above about 9.5%
DAX1 inh-1: inhibits human nuclear receptor DAX1; AID 504766; HEK293 Gal4-DAX1 luciferase reporter, luminescence; actives 0.99% (n = 340,000); inhibition, % at 6.75 µM;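 active means inhibition above the mean over all tested compounds plus 3 SD, cut at about 4.2% in these data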;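 further: 0% = DAX1-transfected cells with DMSO and 100% = empty-vector control cells with DMSO; inhibition shows as a rise in luminescence from relieved DAX1 repression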
SMARCA2 activ: SMARCA2 function activation, primary screen. AID 652017. MG213 cells, MMTV-luciferase reporter, dexamethasone, overnight. actives 1% (n = 370,000). activation, % at 9.1 µM; in the data active means activation above about 7.8%;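 further: 0% = vehicle wells and 100% = reference activator wells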
DAX1 inh-2: blocks DAX1 repression of SF-1 activated StAR promoter; inhibition, % at 6.8 µM; actives 1.1% (n = 370,000); HEK293T StAR-luciferase reporter, SF-1/DAX-1 repression relief; AID 652010;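 active means inhibition above the mean over all tested compounds plus 3 SD, cut at about 3.6% in these data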;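 further: 0% = DAX-1 cells with DMSO and 100% = cells lacking DAX-1 with DMSO; higher inhibition means more luminescence from relief of DAX-1 repression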
hcDAF-12 act: H. contortus DAF-12 activation, primary screen. activation, % at 6.8 µM. AID 652067. HEK293 hcDAF-12 lit1-tk-luc reporter, luminescence; 0% DMSO, 100% Δ7-dafachronic acid. actives 1.4% (n = 370,000);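 active means activation above the mean of all tested compounds plus 3 SD, cut at about 5.5% in these data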;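 further: 100% = response to 3 µM Δ7-dafachronic acid high control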
MBD2 DNA inh: inhibitors of human MBD2 binding to methylated oligonucleotide | actives 0.31% (n = 370,000) | Q9UBB5 | TR-FRET | inhibition, % at 4.4 µM; in the data active means inhibition above about 13%
Rev-erbA mod: Rev-erb alpha (human) modulation; P20393; Rev-erbα–FITC-DNA binding, fluorescence polarization, 90 min; activity, % at 10 µM; actives 0.79% (n = 370,000); AID 1259318;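 active means activity above about 14%, limit read from the data; passing the limit was not always enough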;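 further: 0% = DMSO wells with 35 nM protein and 100% = DMSO wells with 750 nM protein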
ssDAF12 agonist: activators of S. stercoralis DAF-12 nuclear receptor. HEK293 ssDAF-12/GRIP1 lit1-tk-luc reporter, luminescence; % of 3 µM dafachronic acid response. activation, % at 6.8 µM. actives 1% (n = 370,000). AID 652126;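 active means activation above the mean over all tested compounds plus 3 SD, cut at about 0.9% in these data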;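 further: 0% = DMSO-only wells and 100% = 3 µM delta7-dafachronic acid wells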
hgDAF12 agonist: activates the H. glycines DAF-12 receptor ligand-binding domain; HEK293 GAL4-hgDAF12 UAS-luciferase reporter, agonist luminescence; normalized to butyrate control; activation, % at 6.8 µM; actives 1.8% (n = 370,000); AID 687014;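 active means activation above a cutoff set at the mean of all screened compounds plus 3 SD, cut at about 10% in these data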;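 further: 0% = DMSO wells and 100% = sodium butyrate wells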
* = called active by the depositor; · = not tested or not shown.

The line under a structure holds: ADAM17 inh	PLCb3 inh	PLCg1 inh	DAX1 inh-1	SMARCA2 activ	DAX1 inh-2	hcDAF-12 act	MBD2 DNA inh	Rev-erbA mod	ssDAF12 agonist	hgDAF12 agonist
1: Cc1ccccc1NC(=O)OC1CC2CC1[C@H]1CCCCN1[C@H]2Cc1ccccc1 (stereo partly specified)
  -2	-5	4	·	-3	0.6	-2.2	-3	3	-1.1	0.1
2: Cc1nnc(NC(=O)c2cc3n(n2)C(C(F)(F)F)CC(C2CC2)N3)s1 (stereo unspecified)
  4	5	4	0.1	-1	0.8	-0.9	-2	3	-0.6	0.1
3: CN(C(=O)c1ccc(NC(=O)Cc2ccc(NC(=O)C3CCCN(C(=O)C4CC4)C3)cc2)cc1)C1CCCC1 (stereo unspecified)
  -2	3	0	1.8	-2	-1.0	0.2	0	8	-1.2	-2.7
4: O=C(Nc1ccncc1)Nc1ccccn1
  -3	1	8	-0.4	-1	-0.1	-2.3	-1	-3	-1.5	-2.0
5: COc1ccc(C(C)=O)cc1CC(=O)Nc1ccccc1-c1ccccc1
  -3	-8	0	-0.6	-1	-0.6	-1.7	9	8	-1.6	3.5
6: CCOC(=O)N1CCC(NC(=O)CSCc2nc(-c3ccc(OC)cc3)oc2C)CC1
  -3	-5	0	0.0	-2	-0.1	-2.3	-2	-4	-1.2	-2.2
7: Cc1c(NS(=O)(=O)c2ccc3c(c2)c(=O)n(C)c(=O)n3C)c(=O)n(-c2ccccc2)n1C
  -4	-2	-3	0.2	4	0.4	-1.5	1	1	-0.7	-4.2
8: CC1CCCN(C(=O)c2ccc3c(c2)C(=O)N(CCC2=CCCCC2)C3=O)C1 (stereo unspecified)
  0	0	-2	0.3	-2	0.0	-1.4	1	-3	-2.0	-1.2
9: COc1cc(-c2cc(NC(C)=O)c3ncc(-c4ccc(C(C)=O)cc4)n3c2)cc(OC)c1OC
  -20	-209	-147	·	0	-4.7	-1.4	-2	-2	-1.7	-3.6
10: CN(CC(=O)Nc1ccccc1Cl)C(=O)CSc1nncn1C
  -5	-7	-4	-0.3	-2	1.1	-1.1	3	1	-0.5	3.2
11: COc1cccc(S(=O)(=O)Nc2ccc(C(=O)N3CCOCC3)cc2)c1
  -5	-3	0	0.4	-1	-0.7	-1.5	5	3	-0.8	4.4
12: COc1ccc(C2=CSC3=C(C(=O)c4cccc(S(=O)(=O)N(C)C)c4)CCN23)cc1
  4	-28	-19	1.5	-2	-0.9	-0.5	-3	-3	-1.7	-1.6
13: Cc1cc(NC(=O)CSc2nnc(C(C)N(C)C)n2Cc2ccccc2)no1 (stereo unspecified)
  -6	2	5	0.7	2	-0.2	-0.1	-1	-2	-0.8	-1.4
14: COc1cccc(N/C(SCc2ccccc2F)=C(/C#N)C(=O)NCc2cccs2)c1
  5	-4	-1	-1.0	1	-1.2	1.7	-1	6	-1.4	-0.4
15: COc1ccc2oc(C(=O)N(C)Cc3ccc(OC(F)F)cc3)c(C)c2c1
  -2	-16	-4	0.5	-2	0.7	0.3	5	9	-0.6	-0.3
16: CC1Sc2ccc(C(=O)NCc3cccc(C(F)(F)F)c3)cc2NC1=O (stereo unspecified)
  -2	-9	0	-1.1	-1	-1.8	1.1	-5	-6	-1.1	0.2
17: CC(=O)N[C@@H](Cc1c[nH]c2ccccc12)C(=O)NCc1ccccc1
  0	-4	2	-0.6	3	0.6	-1.1	-4	-1	-1.1	1.2
18: N#CC1(NC(=O)COC(=O)c2nc(Cl)c(Cl)c(N)c2Cl)CCCCC1
  -3	-7	-6	0.9	-3	1.5	2.4	0	0	-0.2	1.0
19: Cc1cc(N2CCNC[C@@H]2C)ccc1N1CCN(Cc2ccccc2)[C@H](C)C1
  -5	2	0	·	5	0.1	-0.8	-1	-2	-1.4	-0.3
20: O=C1C(=O)N(C/C=C/c2ccccc2)c2ccccc21
  -1	-4	1	0.3	-2	-0.1	0.5	-4	6	-0.9	0.8
21: COc1ccc(-c2noc(CCC(=O)N3CCN(c4ccccc4Cl)CC3)n2)cc1
  7	-2	0	0.8	-4	0.8	2.5	-7	5	-0.5	-0.3
22: O=C(CSc1nnc(-c2ccco2)o1)N1c2ccccc2CCc2ccccc21
  -1	-4	-1	-1.4	-3	-1.3	-3.2	-4	-2	-1.4	-3.5
23: C=CCn1c(SCC(=O)NCC2CCCO2)nnc1-c1ccccc1 (stereo unspecified)
  3	4	4	0.7	1	-0.3	-0.8	2	3	-1.4	-4.1
24: Nc1ncn(-c2ncc(C(F)(F)F)cc2Cl)n1
  -1	0	3	·	-1	-0.9	-1.3	-2	-4	-1.0	1.0
25: COC(=O)c1ccc2c(c1)NC(=O)C(N1CCOCC1)S2 (stereo unspecified)
  -3	-2	2	1.4	-2	0.0	-1.1	3	-1	-0.6	2.0
26: O=C(COC(=O)/C=C/c1ccccc1)NCCC1=CCCCC1
  -3	-3	-2	-0.1	-2	-0.3	-1.9	-5	0	-2.0	1.1
27: O=C1c2cccc3cccc(c23)C(=O)N1CCc1ccccc1
  -6	-3	0	1.5	4	1.5	14*	0	-6	2.1*	8.4
28: COc1ccc(CNC(=O)CN2CCN(C(c3ccccc3)c3ccccc3)CC2)cc1
  4	2	1	1.0	3	-0.8	-1.8	1	-5	-1.8	-1.4
29: O=C(COc1ccccc1F)N/N=C1\CCCc2ccccc21
  2	-2	2	1.0	2	2.3	5.8*	-5	7	-0.1	10
30: O=C(NCCc1ccccc1)c1cccc(S(=O)(=O)N2CCCCC2)c1
  0	-10	-1	0.1	1	-0.6	-1.9	-4	0	-0.9	-0.5

Given field by field: 2 of the compounds above.
10. CN(CC(=O)Nc1ccccc1Cl)C(=O)CSc1nncn1C
  ADAM17 inh: -5
  PLCb3 inh: -7
  PLCg1 inh: -4
  DAX1 inh-1: -0.3
  SMARCA2 activ: -2
  DAX1 inh-2: 1.1
  hcDAF-12 act: -1.1
  MBD2 DNA inh: 3
  Rev-erbA mod: 1
  ssDAF12 agonist: -0.5
  hgDAF12 agonist: 3.2

9. COc1cc(-c2cc(NC(C)=O)c3ncc(-c4ccc(C(C)=O)cc4)n3c2)cc(OC)c1OC
  ADAM17 inh: -20
  PLCb3 inh: -209
  PLCg1 inh: -147
  DAX1 inh-1: ·
  SMARCA2 activ: 0
  DAX1 inh-2: -4.7
  hcDAF-12 act: -1.4
  MBD2 DNA inh: -2
  Rev-erbA mod: -2
  ssDAF12 agonist: -1.7
  hgDAF12 agonist: -3.6

Following part.
The line under a structure holds: ADAM17 inh	PLCb3 inh	PLCg1 inh	DAX1 inh-1	SMARCA2 activ	DAX1 inh-2	hcDAF-12 act	MBD2 DNA inh	Rev-erbA mod	ssDAF12 agonist	hgDAF12 agonist
31: CCCC(C)C(=O)Nc1nc(C)c(-c2csc(Nc3cc(OC)ccc3OC)n2)s1 (stereo unspecified)
  5	-10	-5	0.5	-1	-0.1	1.8	0	0	-1.0	-0.3
32: C=CCOc1ccc(NC(=O)C2CC(=O)N(C(C)C)C2)cc1 (stereo unspecified)
  -2	-1	3	-0.7	-2	-0.3	-2.4	3	2	-0.3	-2.0
33: COc1ccc(C(C)NC(=S)NCc2ccc(F)cc2)cc1 (stereo unspecified)
  1	-4	-2	-0.1	-1	-1.1	-2.3	-1	0	-1.1	-2.0
34: CC1=C(C(=O)Nc2ccc(F)cc2)C(c2ccncc2)C2=C(CCCC2=O)N1 (stereo unspecified)
  -47	-125	-86	2.8	-3	-0.8	-1.6	1	0	-1.2	1.8
35: Cc1cc(C)n2nc(C(=O)N3CCCC(CNS(=O)(=O)c4cccs4)C3)cc2n1 (stereo unspecified)
  -18	-41	-34	-0.9	-1	0.8	-1.9	-1	1	-1.4	-1.1
36: O=C(Cc1cccs1)NCCS(=O)(=O)N1CCN(c2ccccc2)CC1
  -2	2	2	0.0	-2	0.1	-0.7	-1	1	-1.5	-0.3
37: COc1cc(CN2CCCC(N3CCN(c4ccc(F)cc4)CC3)C2)ccc1F (stereo unspecified)
  -1	3	3	-1.0	-1	-0.2	-0.4	-5	-3	-1.5	1.0
38: COc1ccc(CN2CCN(C(C)C)C(CCO)C2)cc1Cn1cccn1 (stereo unspecified)
  -5	-1	2	-0.8	0	0.1	-0.6	-4	-5	-1.2	1.0
39: Cc1cccc(NC(=O)C2c3ccccc3C(=O)N3CCc4ccccc4C23)n1 (stereo unspecified)
  -2	-24	-20	-0.3	1	-0.1	-2.4	10	3	-1.8	-2.4
40: CCOC(=O)CN1C(=O)C(O)=C(C(C)=O)C1c1ccc([N+](=O)[O-])cc1 (stereo unspecified)
  0	3	0	-0.1	1	-0.3	0.6	1	-1	-0.5	1.9
41: Cc1ccc(NC(=O)CSCC(=O)Nc2ccc(N3CCOCC3)cc2N2CCOCC2)cc1
  0	5	-2	2.2	-2	1.6	0.3	4	6	-1.0	-1.6
42: Cc1cc(=O)c2ccccc2s1
  -3	5	1	0.7	4	-0.5	0.2	-1	-1	-1.3	0.6
43: CC1=C(C(=O)Nc2cccc(C(=O)NC3CCCC(C)C3C)c2)SCCO1 (stereo unspecified)
  1	-7	3	-1.0	-4	-0.8	-3.5	0	4	-1.4	-2.4
44: CCS(=O)(=O)c1ccc(O)c(NC(=O)COc2ccc(OC)cc2)c1
  -1	1	2	-0.2	8.1*	-0.4	-1.3	-6	1	-1.3	-0.4
45: N#CC(C#N)=Cc1ccc(OCC(=O)N2CCOCC2)cc1
  -3	-12	-3	2.5	-1	-0.2	-0.6	0	4	-1.7	-0.9
46: CC1CCN(S(=O)(=O)c2ccc3c(c2)n(C)c(=O)n3C)CC1
  0	-4	-1	0.2	-1	-0.5	-0.8	-6	4	-1.3	-2.8
47: COC(=O)C1=C(C)NC(=O)/C1=C\c1cc(C)n(-c2cccc(C)c2)c1C
  -6	-45	-36	0.9	0	0.2	-0.6	-1	-1	-1.2	-1.4
48: CCN(CC)S(=O)(=O)c1ccc(N2CCOCC2)c(NC(=O)COc2ccccc2C)c1
  -2	-7	-2	1.0	0	0.4	-2.3	2	12	-0.6	-0.6
49: CCN([C@H](CO)CC(C)C)S(=O)(=O)c1ccccc1
  -1	2	-1	-0.4	-3	0.0	-0.9	2	-6	-1.8	0.6
50: CCOC(=O)CN(C(=O)CSc1nnc(CNc2ccc(C)cc2C)n1CC)c1ccccc1
  -2	2	5	1.4	3	-0.5	-1.2	-2	-6	-0.9	-0.2

Source: PubChem
